From PubChem BioAssay
Platelet DG rel = platelet dense granule release activity | inhibition, %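 (compounds screened at 7.5 µM in platelet-rich plasma)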 | human platelet-rich plasma, SFLLRN dense granule ATP release, luminescence | 0.22% of 300,000 active;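 active means mean replicate score, as percent of positive control, at or above 50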
HSP90 inh = HSP90 refolding inhibition in rabbit reticulocyte lysate. inhibition, % at 5.6 µM. luciferase refolding luminescence, 3 h. 0.91% of 290,000 active. AID 1789;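 active means inhibition above the screen-wide mean plus 3 SD, computed separately per campaign, cut at about 16% in these data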;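 further: 0% = DMSO wells and 100% = 60 µM geldanamycin wells; inhibitors lower the luminescence because luciferase stays unfolded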
HSF1 inhib = HSF1 inhibition | NIH3T3-HGL HSE-luciferase, MG132-induced, luminescence 8 h; stronger effect = lower value | 0.77% of 300,000 active | activity change, negative = inhibition, % at 7.5 µM (by protocol);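 active means more than half of replicate wells show activity change below -50%, luminescence cut by over half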;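 further: luciferase reports HSF-1 transcriptional activity via heat shock element; 0% = median of DMSO wells and -100% = zero luminescence signal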
DYRK1A inh = inhibitors of rat Dyrk1A kinase; AID 504441; 0.43% of 310,000 active; inhibition, % at 12.5 µM; ADP-Glo luminescence, NFATc1 peptide; in the data active means inhibition above about 50%;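 further: plate controls were vehicle with enzyme for no effect and no enzyme for full effect; many of its hits are not listed in these tables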
GSK3B inh = blocks human GSK3beta kinase activity. GST-GSK3beta kinase, ADP-Glo luminescence, 60 min; stronger effect = lower value. activity score (negative = inhibition), % at 10 µM. 0.038% of 300,000 active;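 active means more than half of replicate wells score below -50%, meaning over 50% inhibition versus plate controls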;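 further: 0% = median DMSO wells and -100% = median GW8510 positive control wells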
Target sequence (P49841 whole entry, looked up): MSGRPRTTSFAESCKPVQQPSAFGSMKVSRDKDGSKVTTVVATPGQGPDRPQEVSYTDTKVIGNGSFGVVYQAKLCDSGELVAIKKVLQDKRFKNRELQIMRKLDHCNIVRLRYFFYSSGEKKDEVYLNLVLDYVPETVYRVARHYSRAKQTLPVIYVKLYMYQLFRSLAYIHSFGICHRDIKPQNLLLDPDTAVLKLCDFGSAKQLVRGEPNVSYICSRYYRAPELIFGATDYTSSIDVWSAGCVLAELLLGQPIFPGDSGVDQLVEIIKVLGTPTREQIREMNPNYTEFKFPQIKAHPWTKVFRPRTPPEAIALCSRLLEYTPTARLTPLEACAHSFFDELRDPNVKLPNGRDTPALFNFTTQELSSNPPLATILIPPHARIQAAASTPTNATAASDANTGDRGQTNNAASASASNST
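Assay system: GST-tagged human GSK3beta kinase, cell-free; Input: 1.6 ng GSK3beta; Medium: Tris/MgCl2 kinase buffer; Timing: 60 min enzyme reaction, room temperature; Signal: ADP-Glo luminescence quantifying ADP generated by kinase; Evaluation: score relative to plate controls; Benchmarks: DMSO neutral wells and GW8510 at 20 µM as positive.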
KLF5 inh = kruppel-like factor 5 inhibition; AID 1700; inhibition, % at 5 µM; DLD-1 KLF5 promoter-luciferase reporter, luminescence; 0.23% of 290,000 active;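 active means inhibition above a per-plate limit of that plate's mean compound inhibition plus 3 SD, cut at about 60% in these data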;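 further: 0% = DMSO wells and 100% = LY294002 at 200 µM; higher means less KLF5 promoter-driven luciferase light; inactives centre near -14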
IEC-6 cytotox = counter-screen for KLF5 inhibitors: cytotoxicity in IEC-6 cells; inhibition, % at 5 µM; IEC-6 cytotoxicity, luminescence viability; 0.78% of 290,000 active; in the data active means inhibition above about 22%;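 further: 0% = plate median of test compound wells and 100% = cytotoxic reference compound wells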
aSyn UTR inh = MLPCN primary screen, SNCA 5' untranslated region; alpha-synuclein 5'UTR reporter, inhibitor activity; inhibition, % (tested at 7.5 µM); 0.82% of 300,000 active; in the data active means inhibition above about 60%;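 further: H4 neuroglioblastoma cells stably carrying SNCA 5'UTR luciferase fusion; 0% = DMSO wells and 100% = positive control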
GSK3 alpha inh = blocks human GSK-3 alpha kinase; P49840; ADP-Glo luminescence, 60 min; inhibition, % at 10 µM; 0.1% of 320,000 active; AID 2650;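 in the data active means inhibition above about 50%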;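 further: GST-tagged GSK-3 alpha with peptide substrate and 25 µM ATP; 0% = DMSO neutral wells and 100% = GW8510 positive control wells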
Target sequence (P49840 whole entry, looked up): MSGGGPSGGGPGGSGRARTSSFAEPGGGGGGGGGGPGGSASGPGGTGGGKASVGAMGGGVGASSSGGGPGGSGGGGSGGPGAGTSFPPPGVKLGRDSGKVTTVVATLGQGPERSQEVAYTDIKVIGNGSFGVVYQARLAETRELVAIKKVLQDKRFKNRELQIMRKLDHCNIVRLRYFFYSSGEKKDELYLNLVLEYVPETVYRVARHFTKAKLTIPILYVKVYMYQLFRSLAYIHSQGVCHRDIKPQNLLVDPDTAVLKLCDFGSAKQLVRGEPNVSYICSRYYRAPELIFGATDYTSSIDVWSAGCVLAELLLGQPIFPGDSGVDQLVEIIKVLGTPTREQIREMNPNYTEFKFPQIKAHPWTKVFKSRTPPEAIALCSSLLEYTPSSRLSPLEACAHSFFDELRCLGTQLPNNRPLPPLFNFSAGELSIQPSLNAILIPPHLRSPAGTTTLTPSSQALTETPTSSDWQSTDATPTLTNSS
HSF-1 act = increases HSF-1 driven luciferase reporter signal; 1.7% of 300,000 active; activation, % at 9 µM; AID 504408; NIH3T3-HGL HSF-1 luciferase reporter, MG132, 8 h; 100% = twice DMSO control signal;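 active means mean replicate activation of at least 50% with a set share of replicates each reaching 50%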;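 further: 0% = median of the neutral control wells and 100% = twice that signal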
Starred values were filed as active, the others as inactive.

How did N#C/C(=C\c1ccc(O)c(Br)c1)C(=O)N1CCCCC1 do in these assays?
Platelet DG rel: 1; HSP90 inh: 1; HSF1 inhib: 2; DYRK1A inh: 41; GSK3B inh: 1; KLF5 inh: -18; IEC-6 cytotox: 0; aSyn UTR inh: 7; GSK3 alpha inh: 0; HSF-1 act: 1

Results for Cc1ccc(S(=O)(=O)N2CCN(C(=O)COC(=O)C3CCC3)CC2)cc1 ?
Platelet DG rel: 3; HSF1 inhib: -2; DYRK1A inh: 1; GSK3B inh: -1; aSyn UTR inh: -10; GSK3 alpha inh: -1; HSF-1 act: 3

Results for COCCn1c(C)cc(C(=O)COC(=O)c2ccc3c(c2)NC(=O)CS3)c1C ?
Platelet DG rel: 22; HSP90 inh: -3; HSF1 inhib: 2; DYRK1A inh: -1; GSK3B inh: 5; KLF5 inh: -24; IEC-6 cytotox: 3; aSyn UTR inh: -21; GSK3 alpha inh: 0; HSF-1 act: 10

Results for COc1ccc(NC(=O)CN2CCN(CC(=O)Nc3ccccc3Cl)CC2)c(OC)c1 ?
Platelet DG rel: -12; HSP90 inh: 1; HSF1 inhib: -9; DYRK1A inh: 0; GSK3B inh: 0; KLF5 inh: 6; IEC-6 cytotox: 3; aSyn UTR inh: 9; GSK3 alpha inh: -3; HSF-1 act: -8

Results for Cc1ccc2nc3c(cc(C#N)c(=N)n3Cc3cccnc3)c(=O)n2c1 ?
Platelet DG rel: -7; HSP90 inh: -5; HSF1 inhib: -5; GSK3B inh: 2; KLF5 inh: -3; IEC-6 cytotox: 4; aSyn UTR inh: -15; GSK3 alpha inh: 11; HSF-1 act: 5

What do the screens show for `CC(C)NC(=O)c1cnn2c1NC(c1cccs1)CC2C(F)(F)F` (centres undefined)?
Platelet DG rel: 0; HSP90 inh: 1; HSF1 inhib: 0; DYRK1A inh: -1; GSK3B inh: 0; KLF5 inh: -17; IEC-6 cytotox: -3; aSyn UTR inh: 15; GSK3 alpha inh: 4; HSF-1 act: 3

How did CC1CN(CCCCOc2ccc(C(C)C)cc2)CC(C)O1 (centres undefined) do in these assays?
Platelet DG rel: -1; HSP90 inh: 3; HSF1 inhib: 9; DYRK1A inh: -8; GSK3B inh: 4; KLF5 inh: -9; IEC-6 cytotox: 1; aSyn UTR inh: 13; GSK3 alpha inh: -1; HSF-1 act: 0

Results for COc1ccc(CCC(=O)OCC(=O)N(CC(C)C)c2c(N)n(Cc3ccccc3)c(=O)[nH]c2=O)cc1 ?
Platelet DG rel: -24; HSF1 inhib: 3; DYRK1A inh: -2; GSK3B inh: 1; aSyn UTR inh: 0; GSK3 alpha inh: 1; HSF-1 act: 12

What do the screens show for `CC(=O)Nc1ccc2nsnc2c1`?
Platelet DG rel: 20; HSP90 inh: 1; HSF1 inhib: -4; GSK3B inh: -6; KLF5 inh: -1; IEC-6 cytotox: -2; aSyn UTR inh: -9; GSK3 alpha inh: 1; HSF-1 act: 0

What do the screens show for `Cc1ccc(C(=O)N/C(=C\c2ccc(C(C)C)cc2)C(=O)NCCCN2CCOCC2)cc1`?
Platelet DG rel: -4; HSP90 inh: 1; HSF1 inhib: 2; DYRK1A inh: -5; GSK3B inh: -2; KLF5 inh: -13; IEC-6 cytotox: -3; aSyn UTR inh: -3; GSK3 alpha inh: -2; HSF-1 act: -6

What do the screens show for `O=C(c1nnc(-c2ccccc2)o1)C1CC1`?
Platelet DG rel: 7; HSP90 inh: -2; HSF1 inhib: 8; GSK3B inh: 2; KLF5 inh: -7; IEC-6 cytotox: -6; aSyn UTR inh: -51; GSK3 alpha inh: -3; HSF-1 act: 3

What do the screens show for `CCN(CC)c1ccc(/C=N/NC(=S)NCc2ccccc2)cc1`?
Platelet DG rel: 1; HSP90 inh: 1; HSF1 inhib: 11; DYRK1A inh: 2; GSK3B inh: 5; KLF5 inh: -27; IEC-6 cytotox: -5; aSyn UTR inh: 2; GSK3 alpha inh: 1; HSF-1 act: 27

Some of these compounds in order of molecular weight, ascending:
What do the screens show for `O=C(c1nnc(-c2ccccc2)o1)C1CC1`?
Platelet DG rel: 7; HSP90 inh: -2; HSF1 inhib: 8; GSK3B inh: 2; KLF5 inh: -7; IEC-6 cytotox: -6; aSyn UTR inh: -51; GSK3 alpha inh: -3; HSF-1 act: 3

How did CC1CN(CCCCOc2ccc(C(C)C)cc2)CC(C)O1 (centres undefined) do in these assays?
Platelet DG rel: -1; HSP90 inh: 3; HSF1 inhib: 9; DYRK1A inh: -8; GSK3B inh: 4; KLF5 inh: -9; IEC-6 cytotox: 1; aSyn UTR inh: 13; GSK3 alpha inh: -1; HSF-1 act: 0

Results for Cc1ccc2nc3c(cc(C#N)c(=N)n3Cc3cccnc3)c(=O)n2c1 ?
Platelet DG rel: -7; HSP90 inh: -5; HSF1 inhib: -5; GSK3B inh: 2; KLF5 inh: -3; IEC-6 cytotox: 4; aSyn UTR inh: -15; GSK3 alpha inh: 11; HSF-1 act: 5

What do the screens show for `Cc1ccc(C(=O)N/C(=C\c2ccc(C(C)C)cc2)C(=O)NCCCN2CCOCC2)cc1`?
Platelet DG rel: -4; HSP90 inh: 1; HSF1 inhib: 2; DYRK1A inh: -5; GSK3B inh: -2; KLF5 inh: -13; IEC-6 cytotox: -3; aSyn UTR inh: -3; GSK3 alpha inh: -2; HSF-1 act: -6

Remaining list, next part
Results for Cc1cccc(NC(=S)NCCN2CCOCC2)c1C ?
Platelet DG rel: 13; HSP90 inh: 1; HSF1 inhib: -12; DYRK1A inh: -2; GSK3B inh: 1; KLF5 inh: -8; IEC-6 cytotox: -5; aSyn UTR inh: 17; GSK3 alpha inh: -3; HSF-1 act: -1

How did O=C(CSc1n[nH]c(=O)[nH]c1=O)N/N=C/c1ccccc1 do in these assays?
Platelet DG rel: 9; HSP90 inh: 6; HSF1 inhib: -10; DYRK1A inh: 0; GSK3B inh: -3; KLF5 inh: -16; IEC-6 cytotox: 3; aSyn UTR inh: 5; GSK3 alpha inh: 2; HSF-1 act: -10

Results for C=CCN(CC=C)C(=S)NC(=O)/C=C/c1ccc(OC)cc1 ?
Platelet DG rel: -8; HSP90 inh: 2; HSF1 inhib: 2; DYRK1A inh: -3; GSK3B inh: 4; KLF5 inh: -12; IEC-6 cytotox: 1; aSyn UTR inh: 19; GSK3 alpha inh: -3; HSF-1 act: -2

How did Cc1ccc(S(=O)(=O)Nc2ccc(-n3cnnn3)cc2)cc1 do in these assays?
Platelet DG rel: -17; HSP90 inh: 1; HSF1 inhib: -4; DYRK1A inh: -4; GSK3B inh: 0; KLF5 inh: -38; IEC-6 cytotox: 0; aSyn UTR inh: -6; GSK3 alpha inh: -1; HSF-1 act: 4

How did CCOC(=O)C1CCCN(C(=O)/C(=C/c2ccco2)NC(=O)c2ccccc2)C1 (centres undefined) do in these assays?
Platelet DG rel: -29; HSP90 inh: -1; HSF1 inhib: 8; DYRK1A inh: -3; GSK3B inh: 1; KLF5 inh: -13; IEC-6 cytotox: -3; aSyn UTR inh: 14; GSK3 alpha inh: 0; HSF-1 act: 12

Results for Nc1nc(CSc2nnnn2-c2ccc(Cl)cc2)nc(N2CCOCC2)n1 ?
Platelet DG rel: 2; HSP90 inh: 1; HSF1 inhib: 6; DYRK1A inh: 2; GSK3B inh: 1; KLF5 inh: -6; IEC-6 cytotox: 4; aSyn UTR inh: 13; GSK3 alpha inh: -2; HSF-1 act: 8

What do the screens show for `CC(C)CN(C(=O)COC(=O)/C=C/c1cccs1)c1c(N)n(Cc2ccccc2)c(=O)[nH]c1=O`?
Platelet DG rel: -6; HSF1 inhib: -1; DYRK1A inh: 8; GSK3B inh: 2; aSyn UTR inh: 0; GSK3 alpha inh: 0; HSF-1 act: -10

What do the screens show for `CC(C)(CO)NS(=O)(=O)c1ccc2c(c1)C(=NO)c1cc(S(=O)(=O)NC(C)(C)CO)ccc1-2`?
Platelet DG rel: -5; HSP90 inh: 0; HSF1 inhib: -4; DYRK1A inh: -6; GSK3B inh: -2; KLF5 inh: -48; IEC-6 cytotox: 2; aSyn UTR inh: 18; GSK3 alpha inh: 2; HSF-1 act: -1

How did Cc1occc1C(=O)N/N=C/c1ccc(Cl)c([N+](=O)[O-])c1 do in these assays?
Platelet DG rel: 9; HSP90 inh: -7; HSF1 inhib: 17; DYRK1A inh: -3; GSK3B inh: -1; KLF5 inh: -39; IEC-6 cytotox: 0; aSyn UTR inh: 9; GSK3 alpha inh: 0; HSF-1 act: 24

What do the screens show for `CC(O)CNC(=O)Cc1cc(=O)[nH]c(=O)[nH]1` (centres undefined)?
Platelet DG rel: 20; HSP90 inh: 4; HSF1 inhib: -4; DYRK1A inh: -6; GSK3B inh: -4; KLF5 inh: -26; IEC-6 cytotox: -2; aSyn UTR inh: -8; GSK3 alpha inh: -1; HSF-1 act: -10

How did COc1cc(/C=C2\C(=N)N3N=C(C(C)C)SC3=NC2=O)ccc1OCCOc1ccc(NC(C)=O)cc1 do in these assays?
Platelet DG rel: -2; HSP90 inh: -5; HSF1 inhib: -3; DYRK1A inh: 1; GSK3B inh: 2; KLF5 inh: -19; IEC-6 cytotox: -10; aSyn UTR inh: 1; GSK3 alpha inh: -4; HSF-1 act: -18

What do the screens show for `COc1ccccc1-n1cc(C(=O)NCC(=O)N2CCN(c3ccccn3)CC2)c2ccccc2c1=O`?
Platelet DG rel: 3; HSP90 inh: 2; HSF1 inhib: 6; DYRK1A inh: -6; GSK3B inh: 0; KLF5 inh: -28; IEC-6 cytotox: 3; aSyn UTR inh: -16; GSK3 alpha inh: 0; HSF-1 act: -6

What do the screens show for `COc1ccc(N(C)C(=O)c2oc(=O)c3ccccc3c2-c2ccccc2)c(OC)c1`?
Platelet DG rel: 0; HSP90 inh: 0; HSF1 inhib: -79*; DYRK1A inh: 0; GSK3B inh: -4; KLF5 inh: -17; IEC-6 cytotox: 7; aSyn UTR inh: 27; GSK3 alpha inh: -3; HSF-1 act: -85

How did O=C(c1ccco1)N1CCN(C(=S)NCc2ccc(F)cc2)CC1 do in these assays?
Platelet DG rel: 2; HSP90 inh: -1; HSF1 inhib: 2; DYRK1A inh: 3; GSK3B inh: -3; KLF5 inh: -47; IEC-6 cytotox: -2; aSyn UTR inh: 3; GSK3 alpha inh: -1; HSF-1 act: 5

How did COc1ccccc1NC(=O)Cn1nnc(-c2ccccc2NS(=O)(=O)c2ccccc2)n1 do in these assays?
Platelet DG rel: 1; HSP90 inh: 0; HSF1 inhib: -4; DYRK1A inh: 0; GSK3B inh: -3; KLF5 inh: 21; IEC-6 cytotox: -4; aSyn UTR inh: 1; GSK3 alpha inh: 0; HSF-1 act: -2

What do the screens show for `CCCCOc1ccc(N=Cc2ccc[nH]2)cc1`?
Platelet DG rel: 0; HSP90 inh: -5; HSF1 inhib: -68*; DYRK1A inh: -2; GSK3B inh: 1; KLF5 inh: -26; IEC-6 cytotox: 5; aSyn UTR inh: -20; GSK3 alpha inh: 3; HSF-1 act: -73

How did O=C(COC(=O)Cc1n[nH]c(=O)c2ccccc12)Nc1c(Cl)cccc1C(F)(F)F do in these assays?
Platelet DG rel: 3; HSF1 inhib: -6; DYRK1A inh: -5; GSK3B inh: -2; aSyn UTR inh: 11; GSK3 alpha inh: -1; HSF-1 act: 3

Some of the compounds tested; rates above refer to the full screens.
